Assay outcomes deposited in PubChem BioAssay by National Center for Advancing Translational Sciences (NCATS).
Epigenetic reg – Quantitative High-Throughput Screen for Regulators of Epigenetic Control. murine LDR cells, GFP reporter derepression, 30 h. Potency, µM (highest dose often 53.9 µM), without a hit: top-dose GFP activation, usual class: activators. hit rate 0.2% among 280,000; active means well fitted activation curve with a large enough effect; inconclusive means small, poorly fitted or top-dose-only effect; further: % of control where 0% means no effect; nearly all actives have a fitted effect of over 60% in size
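GFP-positive cell count by laser-scanning cytometry (objects 20–120 um) after 30 h, 37 C compound exposure of murine LDR cells; reporter is CMV-GFP integrated at a silenced locus, inducible by HDAC or DNMT inhibitors.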
* marks the source's active call; other numbers are inactive results; u = inconclusive. Potency means the concentration at half of the fitted maximal effect. Not all compounds are listed. The share of hits here may be higher or lower than overall.

Compound | Epigenetic reg
CCOc1ccc(NS(=O)(=O)c2ccc3[nH]cc(C(=O)NC4CCCC4)c(=O)c3c2)cc1 | 0.5%
COc1ccc(NC(=O)c2ccc3c(c2)N(Cc2cccc(Cl)c2)C(=O)c2ccccc2S3(=O)=O)cc1Cl | -2.6%
CCCN(CCC)CC(O)Cn1cc(/C=C/C(=O)c2ccc(OCC)cc2)c2ccccc21 (stereo not given) | 2.3%
CCOc1ccc(NC(=O)CN(C)S(=O)(=O)c2ccc3c(c2)c(=O)n(C)c(=O)n3C)cc1 | -1.1%
COc1ccc(Cn2c(SCC(=O)NCc3ccc(Cl)cc3)nc3ccsc3c2=O)cc1 | 18.1%
CCOc1ccc(S(=O)(=O)c2cn(Cc3ccc(OC)cc3)c3ccc(F)cc3c2=O)cc1 | -4.0%
N#Cc1c(-c2ccccc2)cc(-c2ccccc2)nc1SCC(O)CS(=O)(=O)Cc1ccccc1 (stereo not given) | -0.5%
CC(=O)c1ccc(N2CCN(c3ccc4cc(S(=O)(=O)N5CCC(C)CC5)ccc4n3)CC2)cc1 | -2.1%
O=C(Nc1ccc(Br)cc1F)c1cc2nc(-c3ccco3)cc(C(F)(F)Cl)n2n1 | u
COc1ccc(-c2noc(CCC(=O)NCc3ccc(C)cc3)n2)cc1 | 0.4%
CCOc1ccc(C(=O)c2cn(Cc3ccc(OC)cc3)c3cc(OC)c(OC)cc3c2=O)cc1 | -1.1%
O=C(c1ccc2c(c1)N(Cc1ccccc1F)C(=O)c1ccccc1S2=O)N1CCCCC1 (stereo not given) | -0.3%
Cc1ccc(-c2noc(CCC(=O)N(C)c3ccccc3F)n2)cc1 | 0.3%
Cc1nc2cccnc2n1-c1cccc(C(=O)NCc2cccc(Cl)c2)c1 | 4.5%
Cc1ccc2c(CC(=O)Nc3ccc(S(=O)(=O)N4CCCCC4C)cc3)coc2c1 (stereo not given) | 13.0%
COc1cccc2cc(-c3nc(-c4cccs4)no3)c(=O)oc12 | -0.2%
CC(CNC(=O)CN1C(=O)COc2ccc(S(=O)(=O)N3CCCCCC3)cc21)c1ccccc1 (stereo not given) | 3.8%
COc1ccc2c(c1)cc1c(=O)n(CC(=O)NCCCOC(C)C)nc(C)n12 | 0.3%
Cc1ccc(-c2c(CN3CCN(c4cc(Cl)ccc4C)CC3)csc2C)cc1 | -2.1%
COc1cc(C(=O)N(Cc2ccc(F)cc2)Cc2ccco2)cc(OC)c1OC | 0.7%
CCc1ccc(-n2nc(CO)c(C(=O)NCCOC)n2)cc1 | -3.1%
Cc1cc(C)c2c(=O)cc(C(=O)Nc3sc4c(c3C(=O)NCc3ccco3)CCCC4)oc2c1 | -1.0%
COc1ccc(CCNC(=O)CCc2cn(Cc3ccc(F)cc3)c3ccccc23)cc1OC | 1.0%
O=C(NCc1ccccc1)C1CCCN(S(=O)(=O)c2cccc3nsnc23)C1 (stereo not given) | -1.7%
CCOc1ccc(Nc2c(S(=O)(=O)c3ccc(C)cc3)cnc3ccc(F)cc23)cc1 | 0.0%
CCN(CC)CCOC(=O)c1ccc(NC(=O)c2nn(C)c3c2COc2ccccc2-3)cc1 | -3.2%
COc1cccc(NC(=O)CN(C)S(=O)(=O)c2cccs2)c1 | -1.8%
COc1ccc(-c2cc(C)no2)cc1S(=O)(=O)N1CCN(c2ccc(C(C)=O)cc2)CC1 | -4.3%
COc1ccc(-n2c(=O)c3c(c4cc(OC)ccc4n3C)n(Cc3c(F)cccc3Cl)c2=O)cc1 | -1.8%
CC1=C(C(N)=O)C(c2ccc(C)cc2)n2nc(SCc3ccccc3)nc2N1 (stereo not given) | -0.2%
Cc1cccc(NC(=O)CSc2nc3c(sc4ccccc43)c(=O)n2CCCC(=O)NC2CCCC2)c1 | -1.1%
CC(=O)c1nn(-c2ccc(OC(F)(F)F)cc2)nc1Nc1ccccc1 | 3.8%
CCOC(=O)c1c(NC(=O)CSc2cn(CCNC(=O)c3ccccc3OC)c3ccccc23)sc2c1CCCC2 | 0.0%
O=C(c1cccs1)c1cn(CCOc2ccccc2F)c2ccccc12 | -1.0%
CCOc1ccc(NC(=O)c2c(NC(=O)c3cccs3)sc3c2CCC(C(C)(C)C)C3)cc1 (stereo not given) | -0.7%
Clc1ccc(-c2csc(-c3nc(-c4ccc(Br)s4)cs3)n2)cc1 | -1.8%
COc1ccc(NC(=O)C(Cc2c[nH]c3ccccc23)NC(=O)OC(C)(C)C)cc1 (stereo not given) | -2.8%
Cc1ccc(C)c(Cn2c(=O)n(CCCCC(=O)NCc3ccc4c(c3)OCO4)c(=O)c3ccccc32)c1 | 10.6%
CCc1cc2c(cc3c(=O)n(CC(=O)NC4CCC(C)CC4)nc(CC)n32)s1 (stereo not given) | 0.0%
CCc1ccccc1NC(=O)CSc1nc2c(oc3ccccc32)c(=O)n1-c1ccccc1F | 0.0%
Cc1ccc(F)cc1NC(=O)c1ccc(Cn2nc(N3CCN(c4ccccc4)CC3)ccc2=O)o1 | -1.2%
Cc1ccc(C(CC(=O)Nc2ccc(C)cc2C)N2Cc3ccccc3C2=O)cc1 (stereo not given) | -1.9%
Cc1ccc(-n2nnnc2SCC(=O)NCCc2ccccc2)cc1C | -1.1%
Cc1ccc(NC(=O)CN2C(=O)CSc3ccc(S(=O)(=O)N(C)C)cc32)cc1C | -2.0%
CCCn1c(=O)c2sccc2n2c(CCCC(=O)Nc3ccc(Oc4ccccc4)cc3)nnc12 | -0.9%
COc1ccccc1N1CCN(c2ccc(=O)n(CC(=O)Nc3cc(F)ccc3C)n2)CC1 | -1.7%
Cc1ccccc1CNC(=O)Cc1csc2ccccc12 | -1.6%
CCOC(=O)c1oc2ccc(S(=O)(=O)n3nc(-c4ccccc4OC)cc3N)cc2c1C | 1.7%
Cc1cccc(CN2C(=O)c3ccccc3S(=O)(=O)c3ccc(C(=O)NC4CCCCC4)cc32)c1 | 0.0%
CCOc1ccc(NC(=O)CN2CCCN(Cc3cc(C)ccc3C)S2(=O)=O)cc1 | -0.9%
Cc1ccc(C)c(S(=O)(=O)c2nnn3c2nc(Nc2ccc(C)c(C)c2)c2sccc23)c1 | -1.5%
Cc1ccc(NC(=O)CSc2nc3c(c(=O)[nH]2)CN(Cc2ccc4c(c2)OCO4)CC3)cc1C | -0.6%
O=C(CCS(=O)(=O)c1cccs1)Nc1ccc(C(=O)Nc2ccccc2F)cc1 | -1.8%
O=C(CSc1nc(-c2ccco2)nc2cc(=O)[nH]n12)Nc1ccccc1Cl | -1.5%
CCOc1ccc(C(=O)CSc2nc3cc(C(=O)NC4CCCC4)ccc3c(=O)n2CC2CCCO2)cc1 (stereo not given) | 0.0%
Cc1cccc(CNC(=O)c2ccc(Cn3c(=O)c4cccn4c4cccnc43)cc2)c1 | 17.8µM*
COc1ccc(-c2cc(C)no2)cc1S(=O)(=O)N1CCOc2ccccc21 | 3.7%
COc1ccccc1CNC(=O)c1cc(-c2ccccc2)n[nH]1 | 5.9%
CC1=C(C(=O)N2CCCCC2)C(c2cccc(Cl)c2)n2c(nc3ccccc32)N1 (stereo not given) | -0.9%
COc1cc2nc(SCc3ccc(Cl)cc3)n3nc(CCn4nc(C)cc4C)nc3c2cc1OC | -1.1%

Next structures follow:
Compound | Epigenetic reg
Cc1nnc(N2CCCC(C(=O)NCc3ccccc3F)C2)c2nn(-c3ccc(Cl)cc3)c(C)c12 (stereo not given) | 0.7%
COc1cccc(Cn2c(=O)n(CCc3ccccc3)c(=O)c3c2c2cc(OC)ccc2n3C)c1 | 2.5%
COc1cccc(C2=NN(C(C)=O)C(c3cn(-c4ccccc4)nc3-c3cccs3)C2)c1 (stereo not given) | 0.0%
CCCN(CCC)c1ccc(C2N=C(N)Nc3nc4ccccc4n32)cc1 (stereo not given) | -1.0%
CCc1ccc2c(c1)c(=O)c(S(=O)(=O)c1ccc(Cl)cc1)cn2CC | -4.5%
CCCOC1(C(F)(F)F)NC(=O)N(c2cccc(Cl)c2)C1=O (stereo not given) | 0.0%
CCOC(=O)c1ccccc1NC(=O)Cn1c2ncccc2c(=O)n1-c1ccccc1 | 13.0%
Cc1nc(SCC(=O)N2CCN(c3ccccc3)CC2)[nH]c(=O)c1C | -1.9%
Cc1ccc2c(c1)-c1c(cnn1CC(=O)N1CCN(c3ccccc3F)CC1)CO2 | 1.1%
Cc1ccc(CN2CCC(CNC(=O)Nc3ccc(C)c(C)c3)C2)cc1 (stereo not given) | 0.0%
CCC(=O)N1CCc2cc(S(=O)(=O)CCC(=O)N3CCN(c4ccc(Cl)cc4)CC3)ccc21 | -0.2%
CSc1cccc(NC(=O)C2CCN(S(=O)(=O)c3ccc4[nH]c5c(c4c3)CCCCC5)CC2)c1 | -2.0%
CCCN(CCC)C(=O)CSc1nc2sc3c(c2c(=O)n1-c1ccccc1)CCN(C(C)=O)C3 | -6.1%
NS(=O)(=O)c1ccc(CCNc2nc3c(-c4cccc(F)c4)nnn3c3ccc(Cl)cc23)cc1 | u
Cc1ccc(C)c(CN2C(=O)c3ccccc3S(=O)(=O)c3ccc(C(=O)N4CCN(Cc5ccccc5)CC4)cc32)c1 | 1.1%
CCOc1ccc(CCNC(=O)Cn2nc(C)c3c(C)n(-c4ccccc4)nc3c2=O)cc1OCC | 1.3%
Cc1ccccc1NC(=O)c1c(NC(=O)c2ccccc2F)sc2c1CCC(C)C2 (stereo not given) | -1.9%
CCN(C(=O)Cn1c(=O)oc2cc(Cl)ccc21)c1cccc(C(F)(F)F)c1 | 0.2%
COc1ccc(C2c3c(-c4ccccc4)n[nH]c3C(=O)N2c2ccc(C(=O)O)cc2)c(OC)c1 (stereo not given) | -1.2%
Cc1nn(-c2ccccc2)c(OC(=O)c2ccc(Br)cc2)c1S(=O)(=O)c1ccccc1 | 0.8%
COc1ccc(-c2cc(C(F)(F)F)nc(NCCc3ccccc3)n2)cc1OC | 8.9%
COc1cc(OC)c(NC(=O)c2cn(C3CCCC3)c(=O)c3c2c2ccccc2n3C)cc1Cl | 3.2%
COc1ccc(CNC(=O)c2cc3ccccn3n2)c(OC)c1 | 5.7%
Cc1ccc(NC(=O)c2ccc3[nH]c(C)cc(=O)c3c2)cc1 | 7.0%
CCc1nonc1NC(=O)c1oc2cc(C)c(C)cc2c1C | u
Cc1ccc(Cl)cc1N(C)C(=O)c1cc2c(Cl)nc3ccccc3c2s1 | -1.1%
CCOc1ccccc1NC(=O)c1c(NC(=O)Cc2ccccc2)sc2c1CCCC2 | -1.6%
O=C(CSc1cn(CCNC(=O)c2ccccc2F)c2ccccc12)Nc1ccc2c(c1)OCCO2 | -1.1%
CCc1nn(CC(=O)NCCCc2ccccc2)c(=O)c2cc3ccccc3n12 | 2.4%
CCOC(=O)C(CC)Sc1ncnc2c1c(-c1ccccc1)cn2-c1ccc(OC)cc1 (stereo not given) | 0.0%
CCN(CC)C(=O)C1CCN(c2nnc(C)c3c(C)n(-c4ccc(Cl)cc4)nc23)CC1 | -1.6%
CCOc1ccc(NC(=O)Cn2nnc(-c3nc(-c4ccncc4)no3)c2N)cc1 | -1.5%
O=C(Nc1cc(C(F)(F)F)ccc1Cl)c1cnn(-c2ccccc2)c1-n1cccc1 | -2.9%
COc1ccc(S(=O)(=O)N(CC(=O)Nc2ccc3c(c2)OCO3)c2ccc(C)cc2)cc1 | -0.7%
CC(C)c1nnc(NC(=O)c2nc(SCc3ccc(F)cc3)ncc2Cl)s1 | -1.3%
O=C(NCc1ccco1)c1c[nH]c2ccc(S(=O)(=O)Nc3ccc(F)cc3F)cc2c1=O | 3.6%
Cc1ccc(CN2C(=O)C(O)(c3c[nH]c4ccccc34)c3cc(Cl)ccc32)cc1 (stereo not given) | 11.8%
CCc1ccccc1-n1c(N)c(C(=O)OC)c2nc3ccccc3nc21 | 1.2%
CCn1cc(C(=O)NCCc2ccc(OC)c(OC)c2)c(=O)c2cc(S(=O)(=O)N3CCc4ccccc4C3)ccc21 | -1.3%
COC(=O)CCCn1c(-c2ccc(C)cc2)c(C)n2c3c(=O)n(C)c(=O)n(C)c3nc12 | 1.1%

The final 4 records of the part above come first, to join the parts.
Compound | Epigenetic reg
Cc1ccc(CN2C(=O)C(O)(c3c[nH]c4ccccc34)c3cc(Cl)ccc32)cc1 (stereo not given) | 11.8%
CCc1ccccc1-n1c(N)c(C(=O)OC)c2nc3ccccc3nc21 | 1.2%
CCn1cc(C(=O)NCCc2ccc(OC)c(OC)c2)c(=O)c2cc(S(=O)(=O)N3CCc4ccccc4C3)ccc21 | -1.3%
COC(=O)CCCn1c(-c2ccc(C)cc2)c(C)n2c3c(=O)n(C)c(=O)n(C)c3nc12 | 1.1%
COc1ccc(CCNC(=O)c2ccc3c(c2)N(Cc2cccc(C)c2)C(=O)c2ccccc2S3(=O)=O)cc1OC | 0.0%
Cc1ccc2nc(-c3cccc(Cl)c3)c(Nc3ccc4c(c3)OCO4)n2c1 | 1.1%
COC(=O)c1ccc(-c2nc3cc(NC(C)=O)ccc3o2)cc1 | -1.6%
COc1ccc(-c2c3c(=O)n(C)c(=O)n(C)c3c3n2-c2ccccc2NC3c2ccccc2OC)cc1 (stereo not given) | 2.7%
CC(=O)Nc1ccc(S(=O)(=O)NC2=NCN(CCO)CN2)cc1 | 0.0%

3 entries from above, as labelled records.
Structure: CC(=O)Nc1ccc(S(=O)(=O)NC2=NCN(CCO)CN2)cc1
  Epigenetic reg: 0.0%

Structure: COc1ccc(CCNC(=O)c2ccc3c(c2)N(Cc2cccc(C)c2)C(=O)c2ccccc2S3(=O)=O)cc1OC
  Epigenetic reg: 0.0%

Structure: COc1ccc(-c2c3c(=O)n(C)c(=O)n(C)c3c3n2-c2ccccc2NC3c2ccccc2OC)cc1 (stereo not given)
  Epigenetic reg: 2.7%
